Bioassay records as filed in PubChem.
MITF inh: blocks human microphthalmia-associated transcription factor. O75030. AlphaScreen MITF homodimerization, bead proximity signal. inhibition, % at 2.6 µM. hit rate 0.91% among 650,000. AID 1259374; in the data active = inhibition above about 50%;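 also: 0% = vehicle wells with protein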
TEAD-YAP inh: TEAD-YAP interaction inhibition | HEK-TIYL cells, TEAD-Gal4/YAP UAS-luciferase luminescence | inhibition, % at 9.12 µM | hit rate 1.4% among 640,000 | AID 1259422; in the data active = inhibition above about 32%;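 also: 0% = median of test compound wells and 100% = reference inhibitor wells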
FBW7 act: activators of human E3 ligase FBW7. AlphaScreen FBW7–phospho-cyclin E peptide binding, activator screen. normalized activity (activation), % at 26.1 µM. hit rate 0.13% among 650,000. AID 1259310; in the data active = normalized activity above about 1.9%;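 also: purified mutant Fbw7 with reduced substrate affinity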
Target sequence (Q969H0 whole entry, looked up): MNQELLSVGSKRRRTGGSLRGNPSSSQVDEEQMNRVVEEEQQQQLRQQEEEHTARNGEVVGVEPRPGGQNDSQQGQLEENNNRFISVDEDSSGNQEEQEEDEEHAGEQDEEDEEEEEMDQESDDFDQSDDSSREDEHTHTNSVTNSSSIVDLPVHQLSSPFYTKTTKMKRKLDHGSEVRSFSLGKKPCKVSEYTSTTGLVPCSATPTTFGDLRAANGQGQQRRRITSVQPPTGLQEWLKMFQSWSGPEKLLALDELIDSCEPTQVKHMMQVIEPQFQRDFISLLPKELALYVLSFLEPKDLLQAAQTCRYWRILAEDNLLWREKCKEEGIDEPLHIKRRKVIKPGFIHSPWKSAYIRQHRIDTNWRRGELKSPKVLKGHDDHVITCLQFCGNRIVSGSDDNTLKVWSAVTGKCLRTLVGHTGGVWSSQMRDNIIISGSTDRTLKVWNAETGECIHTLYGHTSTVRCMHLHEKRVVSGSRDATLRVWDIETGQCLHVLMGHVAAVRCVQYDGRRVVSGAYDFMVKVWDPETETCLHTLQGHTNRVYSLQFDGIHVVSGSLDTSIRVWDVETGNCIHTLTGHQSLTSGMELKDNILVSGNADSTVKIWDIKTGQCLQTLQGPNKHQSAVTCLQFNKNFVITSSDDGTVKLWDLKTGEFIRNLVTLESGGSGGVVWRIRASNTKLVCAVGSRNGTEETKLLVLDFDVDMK
GPR151 activ: activates the human receptor GPR151; Q8TDV0; PathHunter beta-arrestin GPR151 cells, luminescence; activation, % at 11.2 µM; hit rate 1% among 650,000; AID 1508602; in the data active = activation above about 4.9%;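 also: 0% = median of compound wells and 100% = cells with positive control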
* = called active by the depositor; . = not tested or not shown.

Sample of the layout (4 entries):
SMILES,MITF inh,TEAD-YAP inh,FBW7 act,GPR151 activ
CCCN(Cc1ccccc1)C(=O)c1ccc(N2C(=O)c3ccccc3C2=O)cc1,-6,18,-0.1,-2.0
O=C(NC1CC1)c1nc2c(nnn2Cc2cccc(Cl)c2)c(=O)[nH]1,10,10,-0.1,0.7
CC(C)c1ccc(NC(=O)C2CC3CCC2C3)cc1 (centres undefined),23,-50,0.1,-0.5
C/C(=N/NC(=O)c1cccnc1)c1ccc(C(C)C)cc1,2,-9,-0.1,0.4

The listing, from the start:
SMILES,MITF inh,TEAD-YAP inh,FBW7 act,GPR151 activ
CCCN(Cc1ccccc1)C(=O)c1ccc(N2C(=O)c3ccccc3C2=O)cc1,-6,18,-0.1,-2.0
O=C(NC1CC1)c1nc2c(nnn2Cc2cccc(Cl)c2)c(=O)[nH]1,10,10,-0.1,0.7
CC(C)c1ccc(NC(=O)C2CC3CCC2C3)cc1 (centres undefined),23,-50,0.1,-0.5
C/C(=N/NC(=O)c1cccnc1)c1ccc(C(C)C)cc1,2,-9,-0.1,0.4
O=C(CN1C(=O)NC(c2ccccc2)(c2ccccc2)C1=O)Nc1cccc2ccccc12,-1,-4,-0.1,0.0
COc1ccc(N(CC(=O)Nc2cc(C)on2)S(=O)(=O)/C=C/c2ccccc2)cc1,-4,4,-0.2,0.8
O=C(Nc1ccccc1I)c1cncc(Br)c1,3,-1,0.0,0.3
CCNC(=O)N1CCC(c2nnc(CC)s2)CC1,-3,-2,-0.1,-0.5
CC1=NNC(=O)C1CC(=O)N/N=C/c1cccc(OCc2ccccc2)c1 (centres undefined),-4,-10,0.2,1.3
O=C(Nc1nc(-c2ccc(-c3ccccc3)cc2)cs1)c1cccc2ccccc12,0,-21,-0.1,0.0
COc1ccc(/C=C2/C(=N)N3N=C(CC(C)C)SC3=NC2=O)cc1,11,12,0.1,0.3
CCC(Sc1nnc(-c2ccc(C)cc2)c(-c2ccc(C)cc2)n1)C(=O)NC1CCCC1 (centres undefined),17,11,0.0,-0.7
COc1ccc(/C=C/CN2CCN(Cc3ccccc3)C(CCO)C2)cc1 (centres undefined),-1,-2,0.0,0.5
Cc1ccc(C(=O)Nc2scc(-c3ccccc3)c2C(=O)N2CCN(C)CC2)cc1,11,1,0.0,0.7
COc1ccc(CCNC(=O)C/C(C)=N/NC(=O)C23CC4CC(CC(C4)C2)C3)cc1OC,3,-68,0.0,0.5
CCOc1ccc(/C=N/N(C)c2ccccc2)cc1OC,6,-61,-0.1,1.5
COc1ccc(-n2c(C)c(C(C)=O)c3cc(OC(=O)COc4ccccc4)ccc32)cc1,-7,25,0.2,0.5
CCOC(=O)c1ccc(NC(=O)Cc2ccccc2OC)cc1,21,-3,0.1,3.8
CCCCNC(=O)c1c(-c2ccccc2Cl)noc1C,1,3,-0.1,0.8
CCOc1ccccc1C=Nc1ccc(S(=O)(=O)N2CCOCC2)cc1,20,2,-0.1,1.7
CN(C(=O)c1ccc(N=Cc2nc(-c3ccc([N+](=O)[O-])cc3)oc2O)cc1)c1ccccc1,9,-2,0.7,-0.2
CC(C)n1c(N2CCN(c3ccccn3)CC2)nc2c(NCCN3CCOCC3)ncnc21,27,-2,0.5,-1.3
COc1cccc(C=Nc2ccc(C)c(F)c2)c1O,-2,7,0.5,5.8*
CCOc1ccc(C2C(C(=O)OCc3ccccc3)=C(C)NC3=C2C(=O)CC(c2ccccc2)C3)cc1OC (centres undefined),-1,-5,0.4,-1.9
CCN1CC(CN(C)c2nc3nonc3nc2N2CCCCCC2)CC1=O (centres undefined),5,0,0.3,1.5
O=C(CCCn1c(SCc2cc(=O)n3ccccc3n2)nc2ccccc2c1=O)NCCc1ccccc1,-4,-10,-0.1,-0.3
COc1ccc(NC(=O)C2=C(C)NC(=O)NC2c2ccc(Cl)c([N+](=O)[O-])c2)c(OC)c1 (centres undefined),-2,-9,-0.2,-1.5
CC1CN(C(=O)c2ccccc2C(=O)Nc2ccc3nc(SCC(=O)NC4CCCCC4)sc3c2)CC(C)O1 (centres undefined),8,-4,0.1,1.9
CCOC(=O)CCc1c(C)nc(SCC(=O)O)c(C#N)c1C,-15,4,0.0,0.1
Cc1ccc(CNC(=O)c2ccc(I)cc2)cc1,1,-1,0.1,-1.5
COc1ccc(N=Cc2ccc(Cl)c([N+](=O)[O-])c2)cc1OC,-10,-10,0.1,0.9
O=C1c2cccc3c(Cl)ccc(c23)C(=O)N1c1ccccc1,15,9,0.2,1.1
Cc1ccccc1C(=O)NC(=S)Nc1ccc2oc(-c3ccccc3)nc2c1,6,-8,0.0,-1.4
O=C(Nc1cccc(-c2nc3ccccc3s2)c1)c1ccccc1Br,12,-4,-0.2,-2.4
CC(C)c1ccc(NC(=O)C(=O)NCCO)cc1,1,-45,0.0,0.4
CCCCOC(=O)N/N=C/c1ccc(Cl)cc1,-2,-44,0.0,2.5
CC(=O)Nc1ccc(Nc2nc(NCc3ccc4c(c3)OCO4)nc3c2ncn3C(C)C)cc1,0,-5,-0.2,2.2
CCc1nn(CC(=O)N(CC)CC)c(=O)c2cc3occc3n12,12,2,0.0,-0.3
CC(C)(C)c1cc(C(F)(F)F)c(C#N)c(SCC(N)=O)n1,-13,-9,0.2,1.0
CC(=O)Nc1ccc(NC(=O)COC(=O)c2cc(-c3ccc(C)o3)nc3ccccc23)cc1,-9,-2,-0.1,-2.3
CCOc1cc(/C=C2/C(=N)N3N=C(c4ccc(C)cc4)SC3=NC2=O)ccc1OCCOc1cccc(OC)c1,-4,6,0.1,0.3
COc1ccc(-c2nc3n(n2)C(c2cccnc2)C2=C(CC(C)(C)CC2=O)N3)cc1OC (centres undefined),-17,0,-0.1,-2.0
CC(C)N(C(=O)CSc1nnc(-c2c[nH]c3ccccc23)o1)C(C)C,-5,-45,-0.1,-0.3
O=C(c1cc([N+](=O)[O-])ccc1NC1CCCCC1)N1CCOCC1,9,9,0.2,9.1*
Cc1cccc2sc(N3CCN(C(=O)c4ccc(S(=O)(=O)N5CCOCC5)cc4)CC3)nc12,15,-4,0.1,0.2
CC(C)c1ccc(-c2c(NCCN3CCCCC3C)c(=O)c2=O)cc1 (centres undefined),10,2,0.4,-0.5
CC(=O)c1[nH]c(C)c(C(=O)NCc2ccc(C)cc2)c1C,10,2,-0.1,0.8
Cc1ccc(-n2c(SCc3cccnc3)nc3c(sc(=S)n3-c3ccc(C)c(C)c3)c2=O)cc1,6,2,0.2,-0.9
Cn1c(SCc2cccnc2)nnc1C1CCCN(C(=O)N2CCCC2)C1 (centres undefined),11,7,1.8,-1.7
COc1ccc(/C=C/C(=O)NC(=S)NNC(=O)Cc2cccs2)cc1,0,-26,-0.8,-0.1
COc1cc(/C=C/C(=O)OCC(=O)C(C)(C)C)ccc1O,2,11,0.0,1.3
COc1ccc(OCCSc2nnc(CC(=O)Nc3ccccc3C)n2C)cc1,10,-8,0.2,-0.7
O=C1c2ccccc2C(=O)N1CCCCN(C(=O)c1cccc(Br)c1)c1ccc(Cl)cc1,-8,6,0.0,0.5
O=C(NC(=S)NNc1nc2ccccc2[nH]1)c1ccc(Cl)cc1,4,-7,0.1,-0.3
CN(C)CCCN=Cc1c(O)n(Cc2ccc3c(c2)OCO3)c(=O)c2ccccc12,16,5,0.3,-1.8
CN(C)c1ccc(/C=N/NC(=O)CCc2c[nH]c3ccccc23)cc1,16,3,-0.1,2.6
CC(=O)N1CCN(CC(=O)Nc2ccc(Br)cc2Br)CC1,2,15,-0.1,3.2
CC12CCC3c4ccc(O)c(Br)c4CCC3C1CCC2O (centres undefined),2,6,-0.2,0.5
COc1ccc(NC(=O)CCC(=O)c2ccc(C(C)C)cc2)cc1,-31,1,0.1,0.0
CC(=O)c1ccc(NC(=O)Cc2c[nH]c3ccccc23)cc1,-4,-42,-0.3,3.7

Additional compounds follow:
SMILES,MITF inh,TEAD-YAP inh,FBW7 act,GPR151 activ
CCOC(=O)c1ccc(N2NC(=O)/C(=C/c3ccc(OC)c(OC)c3)C2=O)cc1,-9,4,0.2,-0.8
CC(=O)c1cccc(-c2nc(C(=O)Nc3ccc(Oc4ccccc4)cc3)cs2)c1,6,-14,0.3,2.3
Cc1ccc(Nc2nc(C(=O)N3CCc4ccccc4C3)cs2)cc1,0,-6,0.0,-0.8
CCOC(=O)CC(NC(=O)c1cc2cc([N+](=O)[O-])ccc2oc1=O)c1ccc(OC)cc1 (centres undefined),11,-9,0.2,-1.6
COc1cc(/C=C2\OC(=O)c3c2cc(C)[nH]c3=S)ccc1O,-2,9,-0.2,-1.5
COC(=O)C1=C(C)N(Cc2ccccc2)C(=O)/C1=C\c1ccc(C)cc1,5,1,-0.3,0.7
COc1ccc(CCNC(=O)c2sc3nc4c(cc3c2N)CCCC4)cc1OC,16,-8,0.2,2.3
CN1C(=O)[C@H]2CN(Cc3cnn(-c4ccccc4F)c3)CCN2C(=O)[C@@H]1Cc1ccccc1,12,-2,-0.5,1.9
Cc1ccc(S(=O)(=O)OC2COCOC2)cc1,-1,9,-0.1,-0.3
COc1cc(C(=O)NNC(=O)COc2cc(C)c(Cl)c(C)c2)cc(OC)c1OC,2,10,0.0,4.0
CC(C)N(CCNc1nc(-c2ccc(N3CCOCC3)nc2)nc2c1ncn2-c1ccsc1)C(C)C,6,43*,-0.1,-0.2
CCOC(=O)CC1COCCN1Cc1cn[nH]c1-c1ccc2cc(OC)ccc2c1 (centres undefined),13,46*,0.1,0.2
COc1ccc(-c2noc(N3CCC(C(=O)Nc4ccccc4OC)CC3)n2)cc1,-9,4,-0.1,0.5
Cc1cnn(-c2cc(N/N=C/c3cc(Br)ccc3O)ncn2)c1,17,-9,0.1,-0.5
COc1ccc(C(C)=O)cc1COC(=O)c1sccc1C,6,-1,0.3,-0.2
O=C1OC(c2ccccc2)=C/C1=C1\c2ccccc2-c2ncccc21,12,-2,0.0,4.1
CN(C)S(=O)(=O)c1ccc(C(=O)NCc2nnc(SCC(=O)Nc3ccc(F)cc3)n2-c2ccc(F)cc2)cc1,15,-5,-0.1,-1.6
COc1ccc(COC(=O)N/N=C2\C[C@@H](O)[C@@H](O)[C@@H]3[C@@H]4C(=O)N(c5cccc(Oc6ccccc6)c5)C(=O)[C@@H]4CC[C@H]23)cc1,3,.,0.2,-0.2
O=C(Nc1nc(-c2ccc(F)cc2)cs1)c1cc(=O)c2ccccc2o1,-8,0,-0.1,-0.5
CC(Oc1cccnc1[N+](=O)[O-])C(=O)Nc1cccc(Cl)c1 (centres undefined),-3,-10,-0.2,0.4
CC(=O)NCCC(=O)NCC1Cc2cc(-c3ccc(C(C)=O)s3)cc(Cl)c2O1 (centres undefined),2,9,0.0,-0.5
CCOC(=O)N1CCN(C(=O)c2ccc(Br)o2)CC1,-18,4,0.0,0.5
O=C1N(CCOc2ccccc2)CCN1c1cccc(C(F)(F)F)c1,-7,-10,0.1,-2.3
Cc1cccc(NC(=O)CSc2nnnn2-c2ccc(Cl)cc2)c1C,0,9,0.3,0.3
CC(Oc1ccccc1)C(=O)Nc1nnc(S(=O)(=O)N(C)Cc2ccccc2)s1 (centres undefined),-9,-8,0.1,2.0
O=C(Nc1ccc(N2CCCCC2)cc1)c1cc2ccccc2o1,20,-16,-0.2,-0.9
COc1ccc(-c2ccc(C)c(NC(=O)C3CCCC3)c2)nn1,-3,-4,-0.1,0.2
Cc1cc(C)cc(C(=O)Nc2ccc(NC(N)=S)cc2)c1,-7,11,-0.4,-0.2
O=C(O)Cn1nnc(-c2ccc(OCc3c(F)cccc3Cl)cc2)n1,20,-5,-0.1,-1.0
Cn1c(=O)c2c(SCC(=O)NC3CCCC3)nc(-c3ccc(F)cc3)nc2n(C)c1=O,-4,5,-0.2,0.6
O=C(NC1CC1)c1ccc(-c2nc(NCc3ccccc3)c3ncn(Cc4ccc(C(F)(F)F)cc4)c3n2)cc1,19,6,0.1,0.0

Quoted from the listing.
GPR151 activ result of `CC(Oc1ccccc1)C(=O)Nc1nnc(S(=O)(=O)N(C)Cc2ccccc2)s1` (centres undefined) stands at 2.0
FBW7 act result of `Cc1cc(C)cc(C(=O)Nc2ccc(NC(N)=S)cc2)c1` stands at -0.4
GPR151 activ result of `COc1ccc(-c2ccc(C)c(NC(=O)C3CCCC3)c2)nn1` stands at 0.2
